Bioassay records from PubChem.
LGR2 antag: inhibitors of bursicon-induced LGR2 CRE-luciferase signal, primary screen, cell-based, HEK293, CRE-luciferase reporter, bursicon stimulation | AID 720647, 2013 | Drosophila bursicon receptor LGR2 (rickets) | 0.35% of 380,000 active | inhibition, % at 9.99 µM | bursicon-stimulated, 4 h;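 active = drop in luminescence signal, shown as inhibition above about 50% in the replicate tests, limit read from the data, passing the limit was not always enough; inconclusive = probably only some replicates passing the limit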;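 also: agonist challenge used bursicon conditioned medium at about half maximal strength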
ERAP1 inh: human ERAP1 aminopeptidase inhibitors, primary screen, biochemical, single point, plate reader. 0.15% of 340,000 active. recombinant ERAP1, Leu-AMC fluorescence, 60 min. Endoplasmic reticulum aminopeptidase 1 (Homo sapiens), Q9NZ08. inhibition, % at 10.7 µM;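 active = mean replicate inhibition of at least 30%, or all replicates individually reaching that 30% level; inactive = mean below 30% and not every replicate reaching it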;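 also: 0% = neutral control wells and 100% = L-leucinethiol positive control wells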
Target sequence (Q9NZ08 whole entry, looked up): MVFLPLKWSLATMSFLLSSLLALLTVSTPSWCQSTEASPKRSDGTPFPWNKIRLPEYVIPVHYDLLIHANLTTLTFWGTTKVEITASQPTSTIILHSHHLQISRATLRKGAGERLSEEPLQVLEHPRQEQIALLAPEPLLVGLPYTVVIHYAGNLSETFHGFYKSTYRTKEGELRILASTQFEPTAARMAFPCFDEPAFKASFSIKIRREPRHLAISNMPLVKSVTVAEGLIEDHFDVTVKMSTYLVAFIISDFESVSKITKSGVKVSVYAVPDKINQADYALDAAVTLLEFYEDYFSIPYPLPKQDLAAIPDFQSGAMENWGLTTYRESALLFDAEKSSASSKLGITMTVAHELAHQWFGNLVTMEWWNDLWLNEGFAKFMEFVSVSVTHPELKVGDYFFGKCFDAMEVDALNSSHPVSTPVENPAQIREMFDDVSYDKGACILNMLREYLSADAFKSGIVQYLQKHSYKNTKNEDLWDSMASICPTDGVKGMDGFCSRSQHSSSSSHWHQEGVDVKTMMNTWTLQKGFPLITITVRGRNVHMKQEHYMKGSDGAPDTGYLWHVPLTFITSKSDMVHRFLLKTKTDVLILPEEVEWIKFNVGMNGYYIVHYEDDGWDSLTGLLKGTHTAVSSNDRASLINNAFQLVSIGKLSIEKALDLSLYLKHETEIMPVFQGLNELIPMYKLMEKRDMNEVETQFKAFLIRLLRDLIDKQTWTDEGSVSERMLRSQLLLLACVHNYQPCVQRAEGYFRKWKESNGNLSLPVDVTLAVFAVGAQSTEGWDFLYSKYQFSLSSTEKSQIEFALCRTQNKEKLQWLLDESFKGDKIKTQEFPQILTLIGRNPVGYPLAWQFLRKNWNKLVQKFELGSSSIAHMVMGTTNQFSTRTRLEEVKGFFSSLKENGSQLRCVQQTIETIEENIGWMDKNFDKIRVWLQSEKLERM
PglD DTNB: C. jejuni PglD acetyltransferase inhibitors, primary screen, biochemical, DTNB colorimetric, single point. UDP-N-acetylbacillosamine N-acetyltransferase PglD (Campylobacter jejuni). purified PglD enzyme, DTNB colorimetric CoA detection. inhibition, % at 12.5 µM. 0.098% of 360,000 active. AID 602405, 2012; in the data active = inhibition above about 16%, passing the limit was not always enough; inconclusive = no clear call, values can overlap the other calls; also: strong numbers were not always called active
PGC1a acetyl inh: inhibitors of PGC1a acetylation signal, primary screen, cell-based, U2OS, AlphaScreen, inhibitor mode. AlphaScreen anti-acetyl-lysine; with virally co-expressed GCN5 acetyltransferase. inhibition, % at 15.6 µM. 0.17% of 350,000 active;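 active = every replicate shows inhibition of at least 40%; inconclusive = mean inhibition at least 40% but some replicate below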;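 also: 0% = neutral control wells and 100% = positive control wells; some results beyond the cut were filed as inactive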
S100A4 inh HTS: inhibitors of S100A4-myosin IIA peptide binding, primary screen, biochemical, fluorescence polarization, TAMRA-MyoIIA peptide; inhibition, % at 10.7 µM; Protein S100-A4 (Homo sapiens), P26447; 0.14% of 360,000 active; AID 652163, 2013;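 active = mean inhibition of at least 70% across replicates, with every replicate also reaching that level; inconclusive = mean inhibition reaches 70% but some replicates fall short; inactive = mean inhibition below 70%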
Target sequence (P26447 whole entry, looked up): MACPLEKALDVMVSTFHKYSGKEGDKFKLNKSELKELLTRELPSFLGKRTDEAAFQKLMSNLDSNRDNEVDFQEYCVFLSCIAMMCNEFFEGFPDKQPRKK
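Material: S100A4 monomer (human). Medium: Calcium-containing HEPES buffer, pH 7.2. Probe or stimulus: labelled myosin peptide probe, 5 nM. Compound dosing: one concentration per compound. Timing: polarization read 5 min after assay mix addition, stable 5–60 min. Benchmarks: DMSO as neutral control, TFP as positive control.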
PAX8 reporter: inhibitors of PAX8-driven TPO luciferase reporter, primary screen, RMG-I cells, single concentration; 1.2% of 360,000 active; SteadyGlo, 24 h; inhibition, % at 12.6 µM;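 active = mean replicate inhibition at least 60% with every replicate also reaching 60%; inconclusive = only one of the two criteria is met; inactive = mean below 60% and not all replicates reaching 60%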;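 also: luciferase light reporting Pax8 driven TPO promoter activity; plate controls were median of neutral control wells for no effect and mitoxantrone controls for full effect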
EWS-Fli inh: EWS/Fli-driven NR0B1 reporter inhibitors, primary screen, A673 cells, NR0B1 luciferase, luminescence, MLPCN library; 0.67% of 350,000 active; viability-normalised; inhibition, % at 12.6 µM;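 active = mean inhibition of at least 50% after viability correction, with every replicate also passing that limit; inconclusive = mean reaches 50% but only one of two replicates passes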;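 also: firefly luciferase signal divided by Alamar Blue viability fluorescence both relative to DMSO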
FN deposition inh: inhibitors of fibronectin matrix deposition, primary screen, AH1F cells, Alexa488-fibronectin fluorescence, plate reader; AH1F fibroblasts, overnight; inhibition, % at 12.6 µM; 0.086% of 350,000 active; AID 743247, 2014;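 active = mean inhibition across replicates of 30% or more, regardless of how many single replicates reach that level; inconclusive = mean under 30% yet at least half of replicates reach 30%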;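 also: positive control wells lacked labelled fibronectin entirely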
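Schedule: 1 h cell adhesion before compound, then overnight fibronectin incubation; test system: AH1F fibroblast monolayer depositing Alexa488-labelled fibronectin into matrix; quantity: 10000 AH1F cells per well; probe or stimulus: fluorescent fibronectin at 24 nM final; signal: fluorescence, ex 485 nm, em 525 nm; evaluation: percent inhibition as loss of matrix-bound fibronectin fluorescence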
Starred values were filed as active, the others as inactive; ? = inconclusive; · = no result given; & = joins results of further samples.

SMILES	LGR2 antag	ERAP1 inh	PglD DTNB	PGC1a acetyl inh	S100A4 inh HTS	PAX8 reporter	EWS-Fli inh	FN deposition inh
CCOc1ccccc1NC(=O)CCCn1cc([N+](=O)[O-])cn1	-13	-2	0	-7	0	16	5	·
CCC1(c2ccc(F)cc2)NC(=O)N(CC(=O)Nc2ccccc2C)C1=O (stereo not given)	6	-1	-3	·	-4	15	4	8
C[C@H]1CCCCO[C@@H](CN(C)Cc2ccccc2)[C@@H](C)CN([C@@H](C)CO)C(=O)c2cc(N(C)C)ccc2O1	5	2	2	-5	6	5	-2	·
C[C@@H]1CCCCO[C@@H](CN(C)C(=O)c2ccccc2)[C@@H](C)CN([C@H](C)CO)C(=O)c2cc(NC(=O)Cc3ccccc3)ccc2O1	3	-1	4	8	-30	-2	4	·
O=C(NC1CC1)c1cccc(NC(=O)C2CC2)c1	-16	·	-1	7	1	12	-4	-6
CN(C)C(=O)c1cccc(-c2ccc([C@@H]3[C@@H](CO)N4CCCCN(C(=O)C5CCC5)C[C@@H]34)cc2)c1	12	0	-1	-8	-42	5	-12	·
CC(C)=CCCC1=CCC(/C(C)=N/NC(N)=O)CC1 (stereo not given)	·	10	·	3	0	·	-2	·
CN(C)C(=O)C[C@@H]1CC[C@H]2[C@@H](COc3ccc(NC(=O)c4ccc(F)c(F)c4)cc3C(=O)N2C)O1	-13	1	-2	2	-10	5	-6	0
COc1ccc(/C=N/NC(=O)c2cc3c(ccc4ccccc43)o2)c(OC)c1	-8	9	9	-4	-6	11	·	·
CCCC#Cc1ccc2c(c1)O[C@H](CN(C)C(=O)c1ccccn1)[C@H](C)CN([C@H](C)CO)S2(=O)=O	11	1	-2	-9	-4	·	1	-4
CCOc1cc(NC(=O)c2ccccc2OC)c(OCC)cc1NC(=O)c1ccccc1	12	3	-6	-6	-2	-8	0	-6
CC1CC(C)CN(C(=O)CNC(=O)c2sc3ccccc3c2Cl)C1 (stereo not given)	·	4	0	-14	-1	-42	-55	2
CCOC(=O)c1c(NC(=S)NC)sc2c1CCCC2	4	1	15	-2	-1	-6	2	-7
Cc1[nH]c2ccccc2c1C(C[N+](=O)[O-])c1ccco1 (stereo not given)	3	0	·	·	-3	-15	13	-1
CC1(C)OC(=O)C(=CNC(CCC(N)=O)C(=O)O)C(=O)O1 (stereo not given)	·	·	8	5	·	-1	·	-5
O=c1[nH]c2ccccc2nc1C(F)(F)F	14	-9	-1	10	-1	-6	-17	5
COc1ccc(NC(=O)c2cccnc2Nc2ccccc2)cc1	6	·	-5	-10	·	·	·	-1
Cc1ccc(-c2cc(C(=O)N/N=C/c3ccc(F)cc3)n[nH]2)o1	-5	1	1	11	0	18	-9	4
Cc1cc(-c2nc3cc(F)ccc3s2)ccc1N	64*	-6	·	·	5	-5	74*	-2
CCOC(=O)C/C(C)=N/NC(=O)COc1ccccc1C	2	2	-10	·	-21	34	8	4
O=C(NCCC(=O)N1CCN(S(=O)(=O)c2ccccc2)CC1)c1ccc(Br)cc1	5	2	-4	2	7	-1	-3	6
C=CCn1c(-c2ccccc2)c[nH]c1=S	·	·	-3	-3	·	-229	·	6
CCNC(=O)C1CCCN(C(=O)c2cccc(C(F)(F)F)c2)CC1 (stereo not given)	0	0	4	·	-2	-4	2	3
Cc1nc(NC(=O)c2ccccc2O)sc1C	-48	-2	4	2	-7	-139	-49	-10
C[C@H](CO)N1C[C@H](C)[C@@H](CN(C)C(=O)Nc2ccccc2)Oc2c(NC(=O)NC3CCCCC3)cccc2C1=O	5&0	-6	-1	·	6	9	6	-18
COc1ccc(-c2csc(N(C)C(=O)c3ccco3)n2)cc1	-90	1	7	·	-13	-178	-49	-10
COCC#Cc1cnc2c(c1)C(=O)N([C@H](C)CO)C[C@H](C)[C@@H](CN(C)S(=O)(=O)c1cccc(OC)c1)O2	-17	0	0	-7	-3	3	0	·
COc1ccc(S(=O)(=O)N2CCC(C(N)=O)CC2)cc1	0	2	-1	5	1	11	0	2
C/C(=C\C(=O)O)C12CC3CC(CC(C3)C1)C2	·	·	2	-5	·	-8	·	-3
CCCC(=O)N1CC2(CCN(C(C)=O)CC2)c2c(n(C)c3cc(OC)ccc23)[C@@H]1CO	-13	-5	·	-2	-65	·	-7	·
Oc1cccc(Nc2nc(O)c(/C=C3\C=Nc4ccccc43)s2)c1	-70	0	-7	2	-24	-48	-120	15
C[C@H](CO)N1C[C@H](C)[C@H](CN(C)S(=O)(=O)c2cccs2)OCCCC[C@H](C)Oc2ccc(NS(=O)(=O)c3ccc(F)cc3)cc2C1=O	3	-4	3	3	-5	?	10	-10
Cc1ccc(NC(=O)CN2CCCN(S(=O)(=O)c3ccc(Br)s3)CC2)cc1	3	0	-5	-2	1	·	17	·
CNC(=O)COC(=O)c1ccc(-c2nc3ccccc3s2)s1	-31	1	·	5	2	·	0	·
CCCCN(CC)CCNc1c(NC2CCN(C(=O)OCC)CC2)c(=O)c1=O	11	·	·	9	0	20	6	-1
CC(=O)N(C)C[C@H]1Oc2cc(C#Cc3ccccn3)ccc2S(=O)(=O)N([C@H](C)CO)C[C@@H]1C	-2	-2	3	-2	41	·	-23	·
CC(C)=CCN(C(=O)C#Cc1ccccc1)[C@H](CO)c1ccccc1	·	-2	2	-4	-5	105*	42	·
COc1ccc(C(=O)n2nnc3ccccc32)cc1OC	25	0	·	·	0	·	-5	-10
COc1ccc(NC(=S)N(CCCN2CCOCC2)Cc2ccccn2)cc1	4	-3	-3	·	-2	11	4	8
CC(NC(=O)/C(C#N)=C/c1cn[nH]c1-c1ccccc1)c1ccccc1 (stereo not given)	·	2	-4	9	1	·	·	·
O=c1c(C(c2ccc(Br)cc2)c2c(O)nc3n(c2=O)CCS3)c(O)nc2n1CCS2	12	·	·	·	-3	15	-12	0
C[C@H](CO)N1C[C@H](C)[C@H](CN(C)CC2CC2)Oc2ccc(NC(=O)c3ccncc3)cc2CC1=O	12	4	-1	-1	-13	-19	3	-2
Cc1ccc(NC(=O)CSc2nnc(CCNC(=O)OC(C)(C)C)o2)c(C)c1	·	-5	3	-3	-1	1	·	1
Cc1cccc(N2CCN(C(=O)CN3CCOc4ccccc43)CC2C)c1 (stereo not given)	31	0	1	0	4	39	8	-1
C[C@H]1CCCCO[C@H](CN(C)C(=O)Nc2ccc3c(c2)OCO3)[C@@H](C)CN([C@@H](C)CO)C(=O)c2cc(NC(=O)Nc3cccc4ccccc34)ccc2O1	9	-1	-2	0	16	9	3	8
C[C@@H]1CN([C@H](C)CO)C(=O)c2cc(NC(=O)Nc3ccc4c(c3)OCO4)ccc2O[C@@H](C)CCCCO[C@@H]1CN(C)CC1CCCCC1	14	-3	-1	-20	5	-21	1	·
COc1ccc(C(=O)OCC(=O)NC(=O)NC2CCCC2)cc1[N+](=O)[O-]	3	1	2	-6	-2	-2	-7	0
C[C@H]1CN([C@@H](C)CO)C(=O)c2cc(NS(C)(=O)=O)ccc2O[C@@H]1CN(C)Cc1ccc(Cl)c(Cl)c1	-27	0	-2	-2	2	-2	3	·

Sorted by length of the SMILES (descending): three of the compounds above.
SMILES	LGR2 antag	ERAP1 inh	PglD DTNB	PGC1a acetyl inh	S100A4 inh HTS	PAX8 reporter	EWS-Fli inh	FN deposition inh
O=c1c(C(c2ccc(Br)cc2)c2c(O)nc3n(c2=O)CCS3)c(O)nc2n1CCS2	12	·	·	·	-3	15	-12	0
COc1ccc(C(=O)OCC(=O)NC(=O)NC2CCCC2)cc1[N+](=O)[O-]	3	1	2	-6	-2	-2	-7	0
CC(C)=CCN(C(=O)C#Cc1ccccc1)[C@H](CO)c1ccccc1	·	-2	2	-4	-5	105*	42	·

Carrying on:
SMILES	LGR2 antag	ERAP1 inh	PglD DTNB	PGC1a acetyl inh	S100A4 inh HTS	PAX8 reporter	EWS-Fli inh	FN deposition inh
Cc1ccc(S(=O)(=O)NN=Cc2ccccc2Cl)cc1	-6	-3	-2	-1	2	15	12	-4
Cc1cc(NC(=O)c2noc3c2CCc2ccccc2-3)no1	-16	4	-1	7	-4	1	-10	-13
COc1ccc(C(=O)N/C(=C\c2ccccc2)C(=O)Nc2cccc(C(=O)O)c2)cc1	-10	-15	3	·	2	-1	-7	1
Cc1cccc(-c2ccc([C@@H]3[C@@H](CO)N4CCCCN(CCC(F)(F)F)C[C@H]34)cc2)c1	7	0	0	-17	-7	14	-6	·
OC[C@@H]1CN(Cc2ccncc2)C[C@H](n2cnc3c(NCc4ccncc4)ncnc32)O1	-3	0	-6	2	2	-11	-1	-2
COc1ccc(NC(=O)c2cc(-c3cc(F)ccc3OC)n[nH]2)cn1	-10	-1	3	-11	-2	-41	-30	3
COc1ccccc1C(=O)NC(=O)COc1ccc(Cl)cc1Cl	-1	-2	-1	-9	-1	6	-1	1
Cn1c(=O)c2c(nc(Sc3ncccn3)n2Cc2ccc(Cl)cc2)n(C)c1=O	-2	-2	-2	·	-8	20	3	-1
Cc1ccccc1C(=O)NNC(=O)c1ccc(Br)cc1	8	-2	0	-4	0	-50	-43	4
COC(=O)c1ccsc1NC(=O)c1ccc2c(c1)OCCO2	-70	2	-1	5	-5	27	-103	-3
CCOCC(=O)Nc1cccc(-c2nc3cccnc3s2)c1C	-16	0	2	·	0	-21	-25	13
CC(=NNC(N)=O)C1=C(O)C(C(C)C)NC1=O (stereo not given)	18	-1	·	·	9	-7	-3	1
CC(C)C#Cc1ccc2c(c1)O[C@@H](CN(C)C(=O)Nc1ccccc1)[C@H](C)CN([C@@H](C)CO)S2(=O)=O	-2	-4	1	3	5	-17	9	·
O=C(NC[C@@H]1CC[C@H]2[C@H](CN2Cc2cccc(Cl)c2)O1)C1CCC1	·	-2	·	-8	8	-18	-4	·
CCC(=O)N1CCc2cc(S(=O)(=O)NCCC(=O)N3CCN(c4cccc(OC)c4)CC3)ccc21	-6	-3	-1	10	0	14	6	-1
c1ccc2c(c1)ncn2-c1cncnc1	2	-4	4	4	-3	8	-22	2
COc1cccc(-c2cnc3c(c2)C(=O)N([C@@H](C)CO)C[C@@H](C)[C@@H](CN(C)Cc2ccccc2)O3)c1	5	-3	-1	-7	-7	16	-5	·
CCN(CC(=O)Nc1c(F)cccc1F)C(=O)CSc1nc2ccccc2o1	3	-7	·	17	-2	8	-1	4
COc1ccc(CCNC(=O)Cc2c(Cl)cccc2Cl)cc1	9	1	·	·	12	18	-14	·
COCCCNC(CC(=O)Nc1cc(C)cc(C)c1)C(=O)O (stereo not given)	-3	-3	·	8	2	-17	4	-3
CCCc1cc(C(=O)NCC(C)C)no1	-42	5	0	2	-3	-100	-51	2
COc1cccc(C(=O)NC2CCNCC2)c1	4	4	-2	·	-3	-1	3	0
CN(C(=O)c1sc2nc(N3CCOCC3)c3c(c2c1N)CCCC3)c1ccccc1	-32	-2	·	·	-1	10	7	-9
CC(=O)c1cccc(NC(=O)C(NC(C)C)c2ccccc2)c1 (stereo not given)	11	-4	·	·	-3	-6	-6	·
